High-throughput results from PubChem.
BAP1 inh = inhibitors of human BAP1 deubiquitinase; recombinant BAP1, Ub-AMC hydrolysis fluorescence kinetic; active compounds read low; activity remaining (% of control), % at 20 µM; 72,000 tested, 0.48% active; AID 436;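 active = activity remaining at or below 50% of control, provided the compound also passes the data quality filters; inactive = the rest, including low values that fail the filters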;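 also: 100% = DMSO wells rate and 0% = substrate alone blank rate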
Target sequence (Q92560 whole entry, looked up): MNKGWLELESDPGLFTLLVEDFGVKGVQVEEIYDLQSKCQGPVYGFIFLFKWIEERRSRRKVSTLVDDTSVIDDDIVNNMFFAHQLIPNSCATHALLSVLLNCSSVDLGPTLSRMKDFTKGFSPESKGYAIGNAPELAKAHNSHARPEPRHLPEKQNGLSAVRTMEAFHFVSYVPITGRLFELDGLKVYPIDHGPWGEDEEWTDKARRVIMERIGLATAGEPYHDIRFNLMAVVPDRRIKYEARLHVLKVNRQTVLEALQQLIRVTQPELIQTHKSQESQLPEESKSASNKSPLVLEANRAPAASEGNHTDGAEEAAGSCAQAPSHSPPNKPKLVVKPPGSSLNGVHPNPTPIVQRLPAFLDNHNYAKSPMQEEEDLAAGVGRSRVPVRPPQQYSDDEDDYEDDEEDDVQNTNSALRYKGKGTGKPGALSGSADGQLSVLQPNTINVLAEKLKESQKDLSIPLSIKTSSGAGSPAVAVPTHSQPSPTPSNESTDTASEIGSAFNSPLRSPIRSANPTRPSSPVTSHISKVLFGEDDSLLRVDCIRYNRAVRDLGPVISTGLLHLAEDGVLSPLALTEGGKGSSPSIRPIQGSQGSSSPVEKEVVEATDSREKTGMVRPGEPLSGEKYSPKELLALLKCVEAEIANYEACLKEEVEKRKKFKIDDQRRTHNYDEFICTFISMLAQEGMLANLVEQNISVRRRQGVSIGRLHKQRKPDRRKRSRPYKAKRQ
HePTP inhibitor = human HePTP phosphatase inhibition | P35236 | recombinant HePTP phosphatase activity, OD absorbance | inhibition, % at 20 µM | 110,000 tested, 0.64% active; in the data active = inhibition above about 50%;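 also: plate controls were vehicle for no effect and reference inhibitor for full effect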
Target sequence (P35236 whole entry, looked up): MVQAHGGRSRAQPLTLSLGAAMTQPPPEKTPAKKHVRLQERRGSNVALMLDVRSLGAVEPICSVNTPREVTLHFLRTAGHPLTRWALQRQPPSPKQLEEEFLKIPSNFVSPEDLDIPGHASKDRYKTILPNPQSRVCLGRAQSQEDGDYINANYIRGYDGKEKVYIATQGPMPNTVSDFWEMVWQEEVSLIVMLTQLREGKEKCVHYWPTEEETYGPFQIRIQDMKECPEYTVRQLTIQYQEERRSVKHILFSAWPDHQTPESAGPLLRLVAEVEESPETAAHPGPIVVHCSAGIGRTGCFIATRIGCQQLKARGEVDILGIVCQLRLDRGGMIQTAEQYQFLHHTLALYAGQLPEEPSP
* = called active by the depositor; nt = not tested or not shown; & = joins results of further samples.

SMILES	BAP1 inh	HePTP inhibitor
O=C(CCCn1c(=O)[nH]c2ccsc2c1=O)N1CCCCC1	nt	12
CC(=O)N(C)c1ccc(NC(=O)c2ccc([N+](=O)[O-])cc2)cc1	nt	-13
C=CCN1C(=O)c2ccccc2C1(O)c1ccc(OC)cc1 (configuration not stated)	nt	7
COc1ccc(-n2c(=O)cc(N3CCN(c4ccccc4OC)CC3)[nH]c2=O)cc1	99	5
Cc1cc(C)n2nc(-c3cccnc3)nc2n1	150	13
Cn1nc(-c2ccc(C(=O)NCC3CCCO3)cc2)c2ccccc2c1=O (configuration not stated)	81	6
O=Cc1ccc(-c2cc(C(F)(F)F)cc(C(F)(F)F)c2)o1	nt	-7
CC(C)(C)Cc1nnc(NS(=O)(=O)c2ccc(F)cc2)s1	92	-2
C=CCN1C(=O)/C(=C2\SC(N3CCOCC3)=NC2=O)c2cc(Br)ccc21	105	-3
Cc1cccc(CN2CCN(C(c3ccccc3)c3ccc(Cl)cc3)CC2)c1 (configuration not stated)	71	3
Cc1cc(=O)oc2cc(Oc3ncccn3)ccc12	73	-7
O=C(NCc1ccc(F)cc1)c1nn2c(c1Cl)NC(c1cccs1)CC2C(F)(F)F (configuration not stated)	116	nt
CC(=O)N1CCN(CC(=O)Nc2c(Cl)cccc2Cl)CC1	122	4
Cc1ccc(N(CC(=O)NCc2cccnc2)S(=O)(=O)c2ccc(F)cc2)cc1	nt	4
Cc1ccccc1NCC(=O)N/N=C\c1ccc(Cl)c([N+](=O)[O-])c1	nt	2
Cc1cc(=O)oc(C)c1C(=O)NCCCN1CCN(c2ccc(F)cc2)CC1	117	-1
CCN(CC)CCNC(=O)c1c(C)oc2cc(Br)c(OC)cc12	119	-5
O=C(c1ccc(Cl)cc1)N1CCN=C1c1ccccc1	nt	-4
CCOC(=O)N1CCN(C(=O)Cn2ncn3nc(-c4cccs4)cc3c2=O)CC1	93	-8
CS(=O)(=O)N(CC(N)=O)c1ccc(F)c(Cl)c1	118	4
COCCn1nnnc1CN(CCc1ccc(OC)c(OC)c1)Cc1cc2ccc(C)cc2[nH]c1=O	84	7
Nc1cc(Cl)c(NC2=NCCN2)c(Cl)c1	91	nt
O=C(Nc1ccc(NS(=O)(=O)c2ccc(Cl)cc2)cc1)c1ccccc1	nt	-15
CCCCOc1ccccc1NC(=O)CC1Nc2ccccc2NC1=O (configuration not stated)	53	-8
Cc1nn(Cc2ccccc2Cl)c(C)c1C(=O)NCc1ccco1	91	-1
Cc1cc(NC(=O)Cn2nc(C(F)(F)F)c3c2CCC3)n(-c2ccccc2)n1	111	6
CCc1nnc(NCn2nc(C)cc2C)s1	nt	4
O=C(CN1C(=O)COc2ccc(Cl)cc21)Nc1ccc2c(c1)OCCO2	66	8
CCOC(=O)Oc1ccc2c3c(c(=O)oc2c1)CCC3	nt	4
CCOC(=O)c1c(NC(=O)Cc2ccc(Cl)cc2)sc(C(=O)Nc2ccccc2)c1C	nt	3
Cc1ccn2cc(CCNC(=O)c3ccc(Br)o3)nc2c1	105	-1
Cc1oc(C)c(C(N)=O)c1C(N)=O	109	-4
CCCCC(=O)Nc1ccc2c(c1)OCCO2	68	-3
C(=C\c1ccccc1)/CN1CCN(Cc2ccc3c(c2)OCCO3)CC1	97	9
CCOC(=O)C1CCN(C(=O)Cc2c(C(=O)O)[nH]c3ccccc23)CC1	nt	1
O=C(COc1ccc(Br)cc1)NNC(=O)Nc1ccccc1	nt	-2
CSc1ccccc1NC(=O)CSc1nc2ccccc2s1	nt	4
COc1ccc(F)cc1CN1CCN(c2cc(C)nc3c4c(C)cc(C)nc4nn23)CC1	nt	13
Cc1cccc(NC(=O)c2ccc3c(c2)OCO3)n1	nt	-12
Cc1cc(C)c2c(CN3CCN(C)CC3)cc(=O)oc2c1	95	1
CC1(C)Oc2ccc3ccc(=O)oc3c2/C(=C/N2CCOCC2)C1=O	nt	10
O=c1cc(-c2ccccc2)nc2n1Cc1ccccc1-2	88	6
CCOC(=O)N1CCC(NC(=O)CSCc2nc(-c3cccc(OC)c3)oc2C)CC1	106	2
C1CN(CC2CSC(=NC34CC5CC(CC(C5)C3)C4)O2)CCO1 (configuration not stated)	nt	-12
O=C(/C=C/c1ccc(-c2ccc(Cl)cc2Cl)o1)Nc1cccnc1	nt	26
CCOCCCNC(=O)C1CCN(C(=O)Nc2ccc(Cl)cc2)CC1	102	4
CCOc1ccccc1N1C(=O)NC(=O)C(=Cc2ccc(OC)cc2)C1=O	nt	5
O=C(NCCN1CCc2ccccc2C1)C1CCN(S(=O)(=O)N2CCCCC2)CC1	100	3
O=C(CCc1nc(-c2ccccc2)no1)NCc1ccco1	93	4
CCCCCc1ccc(-c2ccc(OC(F)F)cc2)nc1	nt	-2
Cc1ccc2c(C)nc(Nc3nc(O)c(C)c(=O)[nH]3)nc2c1	nt	3
Cc1ccc2[nH]c(=O)c(CN(Cc3cccs3)Cc3nnnn3Cc3ccccc3)cc2c1	45*	6
COc1cc(OC)cc(-c2cc3nc(C)c(CCC(=O)NC(C)CCc4ccco4)c(C)n3n2)c1 (configuration not stated)	120	-1
COC(=O)c1ccccc1NC1=NS(=O)(=O)c2ccccc21	nt	-9
COCC(=O)N/N=C/c1ccc(OC/C=C/Cl)cc1	nt	10
COCCNC(=O)Nc1ccc2nccnc2c1	nt	5
S=C(Nc1ccccc1)Nc1ccc(Nc2ccccc2)cc1	nt	12
O=C(Nc1nnc(-c2ccco2)o1)C1CCCCC1	101	-6
CCc1ccc(-c2ccc(C(=O)Nc3ccc(OC)cc3)cc2)nc1	90	nt
COc1ccc(-c2cn3c(C)c(C(=O)N4CCCc5ccccc54)sc3n2)cc1	61	4

Reprinted from the part before: six compounds; new compounds follow.
SMILES	BAP1 inh	HePTP inhibitor
COCC(=O)N/N=C/c1ccc(OC/C=C/Cl)cc1	nt	10
COCCNC(=O)Nc1ccc2nccnc2c1	nt	5
S=C(Nc1ccccc1)Nc1ccc(Nc2ccccc2)cc1	nt	12
O=C(Nc1nnc(-c2ccco2)o1)C1CCCCC1	101	-6
CCc1ccc(-c2ccc(C(=O)Nc3ccc(OC)cc3)cc2)nc1	90	nt
COc1ccc(-c2cn3c(C)c(C(=O)N4CCCc5ccccc54)sc3n2)cc1	61	4
Cc1ccc(C(=O)CSc2ccccn2)cc1	89	3
CS(=O)(=O)NCCNc1cc(Cl)ccc1[N+](=O)[O-]	nt	-8
c1ccc2cc(OCCOCCOc3ncnc4ccccc34)ccc2c1	nt	3
Cc1nnc(SCCCn2c(N3CCN(c4ccccc4)CC3)nc3c2c(=O)[nH]c(=O)n3C)s1	nt	7
O=C(Cc1ccc(Cl)cc1)Nc1ccc(N2CCN(C(=O)c3ccco3)CC2)cc1	59	8
CC(C)C1NC2(C(=O)c3ccccc3C2=O)C2C(=O)N(c3ccc(F)cc3)C(=O)C12 (configuration not stated)	nt	2
Nc1c(-c2ccc(Cl)cc2)nnn1-c1ccccc1	104	-1
Cc1cccc(C)c1OCC(=O)Nc1ccc(C(=O)Nc2ccccc2C(=O)O)cc1	nt	-7
COc1cc2ccccc2cc1-c1nnc(COc2ccccc2)o1	76	-13
CCc1ccccc1NC(=O)c1cc2n(n1)C(C(F)(F)F)CC(c1ccccc1)N2 (configuration not stated)	nt	-2
O=S(=O)(Nc1ccc(O)cc1)c1ccc(Br)cc1	nt	5
CC12CCC(C(=O)N(c3nc(-c4ccccc4)cs3)C1=O)C2(C)C (configuration not stated)	nt	-5
COc1ccccc1Nc1nc(N)nc(CSc2nnc(C)s2)n1	129	3
O=C(/C=C/c1ccco1)Nc1sc2c(c1C(=O)O)CCC2	nt	1
CCOC(=O)c1[nH]c2cc(OC)c(OC)cc2c1NC(=O)c1ccc2c(c1)OCO2	nt	8
CCOC(=O)c1ccc(-c2c(C(=O)OCC)oc3cc(O)c(CC)cc3c2=O)o1	96	0
Cc1cccc(C(=O)Nc2cc(=O)n(C)c(=O)n2C)c1	89	14
CCn1cc(C(=O)NCC2COc3ccccc3O2)c2cc(OC)c(OC)cc2c1=O (configuration not stated)	79	16
COc1ccc(Cl)cc1NC(=O)c1nc2nc(-c3ccccc3)cc(C(F)(F)F)n2n1	86	nt
CC(=O)Nc1ccc(S(=O)(=O)N(c2cc([N+](=O)[O-])ccc2F)S(=O)(=O)c2ccc(NC(C)=O)cc2)cc1	nt	4
Cc1ccc(-c2nc3sc4c(c3c(=O)[nH]2)CCCC4)cc1[N+](=O)[O-]	nt	1
Cc1cc(C)n(C2=NNC(n3nc(C)cc3C)=NN2)n1	nt	6
Cc1ccc(C2/C(=C(\O)c3ccccc3)C(=O)C(=O)N2CCN(C)C)cc1 (configuration not stated)	nt	-3
CC(=O)NS(=O)(=O)c1ccc(NS(=O)(=O)c2ccc([N+](=O)[O-])cc2)cc1	nt	2
CCOC(=O)CNC(=O)CSc1nc2sc(C)c(C)c2c(=O)n1C	nt	-6
CSc1nc2sc3c(c2c(=O)n1C1CCCCC1)CCN(C)C3	200	0
Cc1oc(C(C)(C)C)cc1C(=O)Nc1ccc2c(c1)OCCO2	89	6
CCOc1ccc(C(=O)CSc2nnc(N)s2)cc1	72	-9
COc1cccc(CN(CC(=O)NCC2CCCO2)C(=O)CCC(=O)Nc2cc(C)on2)c1 (configuration not stated)	108	-1
COc1ccc(Cc2nnc(SCc3c(C)noc3C)n2C2CCCCC2)cc1OC	94	5
Cc1ccc(S(=O)(=O)C2(C(=O)O)CCCC2)cc1C	104	2
COC(=O)c1ccccc1NC(=O)CN(c1ccc(C)cc1)S(=O)(=O)c1ccc(SC)cc1	nt	-1
COc1ccc(CCN(C)C(=O)N2CCOCC2)cc1OC	102	8
COc1ccc(CC(=O)NCCC2=CCCCC2)cc1	nt	-1
COc1ccc(/C=C2/SC(=O)N(CCC(=O)Nc3ccc(S(N)(=O)=O)cc3)C2=O)cc1	nt	29
CC1(C)CC(=O)C(/C=N/c2ccccn2)=C(O)C1	72	4
COc1ccc(-n2c(=S)[nH]c3sc4c(c3c2=O)CCN(Cc2ccccc2)C4)cc1	nt	11&-2
CCCc1cc(C(=O)Nc2ccc(C)cc2)no1	97	10
O=C1NN(c2cccc(Cl)c2)C(=O)/C1=C\c1ccc(-c2cccc(C(=O)O)c2)o1	nt	102*
O=C(Nc1ccc(OC(=O)c2cccnc2)cc1)c1cccnc1	86	8
O=C(Nc1ccc(C(=O)Oc2ccccc2)c(O)c1)c1ccccc1	161	nt
O=C(CCNS(=O)(=O)c1cccc2nsnc12)NC1CCN(Cc2ccccc2)CC1	nt	-4
O=C(NC1CCCCCC1)c1cc(S(=O)(=O)N2CCC3(CC2)OCCO3)ccc1F	58	-3
O=C(O)C1C2C=CC(C2)C1C(=O)Nc1cccnc1 (configuration not stated)	nt	-10
COc1ccc(C(C)=O)cc1COC(=O)c1ccc(S(=O)(=O)N2CCOCC2)cc1	84	2
CCn1nnc(-c2ccccc2NC(=O)C(F)(F)F)n1	97	-3
CC(=O)C1=C(C)NC(=S)NC1c1ccc(O)cc1 (configuration not stated)	nt	-3
CCc1ccc(NC(=O)C(=O)NCCN2CCN(C(=O)c3ccc(OC)cc3)CC2)cc1	nt	7
COc1cccc(Cn2c(Oc3ccccc3)nc3c2c(=O)n(C)c(=O)n3C)c1	93	-9
O=C(COc1cccc(Cl)c1)N=Nc1c(O)[nH]c(=O)[nH]c1=O	nt	8
CC(=O)n1cnc2c(c1=O)C1(CCCC1)Cc1ccccc1-2	nt	-6
CC(C(=O)Nc1ccccc1C(=O)N1CCCC1)n1nnc2ccccc21 (configuration not stated)	83	8
COC(=O)C(C(=O)OC)C(c1ccccc1)C(C(=O)OC)C(=O)OC	nt	-6
OCc1c(O)cnc2ccccc12	nt	11
COC(=O)CCc1n[nH]c(=O)[nH]c1=O	109	2
CCOC(=O)c1ccc(NC(=O)CN(c2ccc(C)cc2)S(=O)(=O)c2ccc(SC)cc2)cc1	nt	-4
O=C(Nc1ccc(OCC(=O)N2CCN(S(=O)(=O)c3ccccc3)CC2)cc1)c1ccco1	89	-5
COc1cccc(NC(=S)NC(NC(=O)Cc2ccccc2)C(Cl)(Cl)Cl)c1 (configuration not stated)	nt	4
CCc1ccc2nc(NC(=O)c3cc(C)on3)sc2c1	110	8
C=CCn1cnc2c(c1=O)c1nc3ccccc3nc1n2/N=C/c1ccccn1	197	-6
(more compounds)
SMILES	BAP1 inh	HePTP inhibitor
Cc1c(C(=O)O)sc(=S)n1C	76	nt
O=c1[nH]c2ccc(NS(=O)(=O)c3ccc(F)cc3)cc2[nH]1	nt	3
CCCn1c(SCC(=O)Nc2cc(C)on2)nc2c1c(=O)n(C)c(=O)n2C	94	-10
Cc1cc(C)c(NC(=O)COc2ccc(C)cc2C(C)(C)C)c(C)c1	nt	2
COc1ccccc1-n1c(=S)sc2c(=O)n(Cc3ccco3)c(SC)nc21	68	7
COc1ccc(C(O)P(=O)(O)CCc2ccccc2)cc1 (configuration not stated)	94	-12
COc1ccc(NC(=O)/C(=C/c2ccccc2Cl)NC(=O)c2ccc(C)cc2)cc1	nt	7
C=CCOC(=O)C1=C(C)NC(SCC(=O)OCC)=C(C#N)C1c1ccc(O)c(OC)c1 (configuration not stated)	69	-10
CCOC(=O)c1ccc(NC(=S)NC(NC(=O)c2ccc(Br)cc2)C(Cl)(Cl)Cl)cc1 (configuration not stated)	nt	3
O=C(Nc1cccc2nsnc12)c1ccc2c(c1)OCCO2	102	-2&6

Single records (already shown). Order of values: BAP1 inh, HePTP inhibitor
Record of `COc1ccc(NC(=O)/C(=C/c2ccccc2Cl)NC(=O)c2ccc(C)cc2)cc1` → nt, 7
Record of `Cc1c(C(=O)O)sc(=S)n1C` → 76, nt
Record of `CCOC(=O)c1ccc(NC(=S)NC(NC(=O)c2ccc(Br)cc2)C(Cl)(Cl)Cl)cc1` (configuration not stated) → nt, 3
